# SENP1 inh = human SENP1 catalytic domain inhibitors, primary screen, biochemical, FRET, uHTS. recombinant SENP1 catalytic domain, CyPet-SUMO1-YPet FRET cleavage. inhibition, % at 10 µM. 360,000 tested, 0.21% active. AID 624204, 2012;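 active means inhibition at least 30% at 10 µM, raw YFP signal under a set limit, fluorescence ratio 0.5 to 1.5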;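 further: 0% = enzyme with DMSO and 100% = no enzyme wells; some results filed as inactive read as strong as hits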
# Target sequence (Q9P0U3 419-644 limits assumed): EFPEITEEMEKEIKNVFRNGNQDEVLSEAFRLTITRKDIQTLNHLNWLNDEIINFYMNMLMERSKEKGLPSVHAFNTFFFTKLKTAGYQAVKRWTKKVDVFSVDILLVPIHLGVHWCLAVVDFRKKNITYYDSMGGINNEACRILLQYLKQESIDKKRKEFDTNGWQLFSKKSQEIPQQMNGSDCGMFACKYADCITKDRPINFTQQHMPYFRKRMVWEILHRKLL
#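 Material – human SENP1 catalytic domain · Input – SENP1 enzyme, 20 pM final · Compound dosing – single concentration of 10 µM compound, 0.5% DMSO final · Timing – enzyme reaction for 50 min at room temperature, dark · Measured by – FRET fluorescence in CFP and YFP emission channels · Control set – no-enzyme wells low, DMSO-plus-enzyme wells high control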
# MPTP inh = mitochondrial permeability transition pore inhibitors, primary screen, biochemical, isolated mouse mitochondria, absorbance; Ca2+ swelling absorbance, 30 min; inhibition, % at 10 µM; 360,000 tested, 1.4% active;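 active means inhibition of 50% or more, scaled per plate between neutral and stimulator controls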;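 further: 0% = DMSO wells given calcium and 100% = 1 mM EGTA wells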
# SENP8 block = human SENP8 protease inhibitors, primary screen, biochemical, fluorescence, Nedd8 protein substrate, uHTS. Sentrin-specific protease 8 (Homo sapiens), Q96LD8. recombinant SENP8. inhibition, % at 20 µM. 360,000 tested, 0.64% active; in the data active means inhibition mostly above about 40%, no sharp cut-off; inactive means mostly below about 27%
# Target sequence (Q96LD8 whole entry, looked up): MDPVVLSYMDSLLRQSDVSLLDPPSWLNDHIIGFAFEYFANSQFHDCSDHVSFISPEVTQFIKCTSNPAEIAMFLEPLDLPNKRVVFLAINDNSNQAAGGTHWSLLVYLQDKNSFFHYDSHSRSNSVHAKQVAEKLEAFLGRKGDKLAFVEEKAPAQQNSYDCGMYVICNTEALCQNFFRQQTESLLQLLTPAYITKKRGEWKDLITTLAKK
# An asterisk follows results filed as active; i = inactive. Not all compounds are listed, so the mix of outcomes need not match the whole.
cpd	mol	SENP1 inh	MPTP inh	SENP8 block
1	COC(=O)[C@@]12C[C@@H](CC(=O)NCC34CC5CC(CC(C5)C3)C4)C(=O)N(Cc3ccco3)C1=CCC(C)(C)C2	1	-3.8	15
2	COc1cccc(C(=O)N2CCC2(C)C(=O)O)c1 (stereo not given)	-1	-0.5	8
3	COc1cc(CN2C[C@@H](CO)O[C@@H](n3cnc4c(N5CCCC5)ncnc43)C2)cc(OC)c1OC	-1	0.4	21
4	CCNC(=O)C1(C)CCCN(C(=O)c2cc(OC)ccc2Br)C1 (stereo not given)	1	0.0	15
5	CC1(C(=O)Nc2ccccc2)Cc2c(-c3ccc4c(c3)OCO4)ccnc2O1 (stereo not given)	-1	0.6	-69
6	COc1cccc(CNC(=O)[C@@H]2CCCN2C(=O)[C@H]2CCCCN2C(=O)c2cccc3ccccc23)c1	2	0.2	12
7	Fc1cccc(Cc2c(-c3cccc(Cl)c3)nc3c(Cl)cc(C(F)(F)F)cn23)c1	-1	-0.7	-102
8	CCOC(=O)[C@]12CCC=C1N(CCC1=CCCCC1)C(=O)[C@H](CC(=O)N1CCN(C(=O)c3ccco3)CC1)C2	1	0.3	37
9	COc1ccc(C2C=CC(=O)CC2)c(OC)c1 (stereo not given)	0	1.1	8
10	CC(C)(C)OC(=O)N1CCCN(C(c2cc3ccccc3o2)c2nnnn2C(C)(C)C)CC1 (stereo not given)	2	1.4	2
11	O=C(NCc1c(Cl)cccc1Cl)c1[nH]c(C(F)(F)F)nc1-c1ccccc1	2	7.4	21
12	COC(=O)c1ccc2c(c1)S(=O)(=O)NC2C (stereo not given)	2	0.1	6
13	O=C(NCCN1CCC(n2c(=O)[nH]c3ccccc32)CC1)c1ccc(F)cc1Cl	4	-2.1	14
14	OCCCNc1ncnc2c1ncn2[C@H]1CN(Cc2ccco2)C[C@@H](CO)O1	-2	-1.0	0
15	CC1ON=C(c2ccccn2)N(Cc2ccc3c(c2)OCO3)C1=O (stereo not given)	0	2.4	5
16	CCCCC[C@H](C)N1C[C@@H](COCc2ccccc2)Oc2cc(N3CC[C@@H](O)C3)ccc2S1(=O)=O	0	1.4	9
17	CCOc1ccc(CCN2C(=O)C(=O)N([C@@H](CC(C)C)CN3CCC[C@H]3CN3C(=O)C(=O)NC[C@@H]3Cc3ccc(O)cc3)C[C@@H]2Cc2ccccc2)cc1	1	-0.3	8
18	O=C(NCCN1CCC(n2c(=O)[nH]c3ccccc32)CC1)c1ccc(C(F)(F)F)cc1C(F)(F)F	2	6.9	17
19	NC(c1csc(Nc2cc(Oc3ccccc3)ncn2)n1)c1ccccc1Cl (stereo not given)	0	4.0	3
20	O=C1NC[C@H](Cc2ccc(O)cc2)N(C[C@@H]2CCCN2C[C@H](Cc2ccccc2)N2C[C@H](Cc3ccc(O)cc3)N(CC3CCCCCC3)C(=O)C2=O)C1=O	1	-5.5	14
21	O=C(Nc1ccc(F)cc1)C(c1ccnc2ccccc12)N1CCN(C(=O)c2ccco2)CC1 (stereo not given)	0	-1.0	10
22	Cc1[nH]ncc1Nc1ccccc1C(C)C	-2	3.0	9
23	O=C(CC1c2ccccc2C=C(c2ccsc2)N1c1ccc(-c2cccnc2)cc1)C1CC1 (stereo not given)	-14	0.6	-390
24	COc1ccc(Cc2c(-c3ccc(Cl)cc3)nc3cc(C)c(Br)c(C)n23)c(C)c1	-3	2.0	-4
25	CCCCN(C=O)c1c(CC)nc2c(OCc3ccccc3C)cccn12	-1	-0.1	13
26	CCCCc1c(-c2ccc(OC)c(OC)c2)ncn1CCc1ccccc1OC	-3	1.6	-57
27	Cn1c(-c2ccccc2)c(Sc2ccccc2)c2cc(-c3ccc4cc[nH]c4c3)ccc21	-1	1.1	-368
28	CC(C)c1cc(C(C)C)c(S(=O)(=O)NC(c2ccccn2)C23CC2C3)c(C(C)C)c1 (stereo not given)	-21	-1.1	-84
29	COc1cc(NC(=O)c2cccc3c(-c4cccnc4)coc23)cc(OC)c1OC	-2	4.4	0
30	CC(C)C(N)c1csc(Nc2ccc(C(=O)NCCCO)cn2)n1 (stereo not given)	-1	0.3	-137
31	O=C(c1[nH]c(C(F)(F)F)nc1-c1ccccc1)N1CCCCC1	-2	1.5	6
32	COc1cc(C(=O)N2CCC2(C)C(=O)NC(C)C)cc(OC)c1OC (stereo not given)	2	0.2	17
33	CC1(C(=O)NCc2ccc3c(c2)OCO3)CCN1Cc1csc2ccccc12 (stereo not given)	1	0.7	16
34	CCCN(C)C1CN(Cc2cn(Cc3cccc(C(F)(F)F)c3)nn2)S(=O)(=O)C1 (stereo not given)	4	-0.1	15
35	COc1ccc(-c2cc3nc(NCCCN(C)C)n(C)c(=O)c3s2)cc1OC	0	-0.1	i
36	Oc1ccc(Cl)c(CN2CCN(c3ncc(Cc4ccccc4)cn3)CC2)c1	4	11	18
37	COc1cc(CN2C[C@@H](CO)O[C@@H](n3cnc4c(NCc5ccc(F)cc5)ncnc43)C2)cc(OC)c1OC	0	0.4	10
38	Cn1c(=O)c2cc(NC(=S)NC3CCCCC3)ccc2n1Cc1cccc(C(F)(F)F)c1	-3	3.0	-497
39	Nc1nc2ccc(Cl)cc2cc1C(=O)NCCc1ccc(O)cc1	-98	0.8	-412
40	CCOC(=O)[C@]12CCCC=C1N(Cc1ccccc1)C(=O)[C@H](CC(=O)N1CCN(C(=O)c3ccco3)CC1)C2	2	0.4	26
41	CCOc1cc(OCC)cc(C(=O)N2CCC[C@H]2C(=O)N2CCC[C@H]2C(=O)NCc2ccncc2)c1	2	0.4	1
42	O=C(c1cccc(Cl)c1)N1CCC(=O)N([C@H](COCc2ccccc2)Cc2ccccc2)CC1	1	-0.1	5
43	CC1(C(=O)NS(C)(=O)=O)CCN1C(=O)Cc1ccc(-c2ccccc2)cc1 (stereo not given)	2	-0.2	8
44	O=C(NCc1ccccc1)C(c1ccc(-c2ccccc2)cc1)N1CCN(c2ccccc2F)CC1 (stereo not given)	1	-0.1	7
45	CNc1ncnc2c1ncn2[C@H]1CN(CCc2ccccc2)C[C@@H](CO)O1	2	-0.5	14

# Entries by screen from above:
# Nos. 41–45 in SENP1 inh: 2, 1, 2, 1, 2
# Nos. 41–45 in SENP8 block: 1, 5, 8, 7, 14
# Nos. 41–45 in MPTP inh: 0.4, -0.1, -0.2, -0.1, -0.5

# Next part
cpd	mol	SENP1 inh	MPTP inh	SENP8 block
46	C#CCn1c2ccccc2c(=O)n1C(C)CBr (stereo not given)	-1	0.6	-234
47	CCNC(=O)c1cc2c(c(-c3cccc(-c4cncnc4)c3)n1)[C@H](CCO)N(C(C)=O)C2	-2	0.8	7
48	COC(=O)[C@]12CCCCC=C1N(Cc1cccc3ccccc13)C(=O)[C@H](CC(=O)NCC13CC4CC(CC(C4)C1)C3)C2	1	-1.1	17
49	Cn1nc(C(C)(C)C)cc1NC(=O)C1(C)CCN1C(=O)CC(c1ccccc1)c1ccccc1 (stereo not given)	-2	0.1	20
50	CSCCC(c1nc2ccccc2[nH]1)n1c(=O)c(-c2cccnc2)nc2ccccc21 (stereo not given)	0	0.2	-168
51	CCCCCCCCN1C(=O)[C@H](CC(=O)NCCC(C)C)C[C@@]2(C(=O)OCC)CCC=C12	-6	3.3	20
52	CC=CCn1c(SCCCc2ccccc2)nc2c1c(=O)[nH]c(=O)n2C	1	0.3	17
53	OC[C@@H]1CN(CCc2ccccc2)C[C@H](n2cnc3c(N4CCOCC4)ncnc32)O1	-3	0.0	23
54	O=S1(=O)CC(N2CCSCC2)CN1Cc1cn(Cc2ccc(F)cc2)nn1 (stereo not given)	3	0.1	18
55	COC(=O)[C@]12CCCCC=C1N(Cc1cccc3ccccc13)C(=O)[C@H](CC(=O)NCc1ccc(OC)c(OC)c1)C2	2	-0.6	16
56	CCOC(=O)[C@]12CCC=C1N(Cc1cccc3ccccc13)C(=O)[C@H](CC(=O)N1CCCC1)C2	2	-1.6	12
57	C[C@@H](c1ccccc1)N1C[C@@H](COCc2ccccc2)Oc2cc(N3CCC[C@@H]3CO)ccc2S1(=O)=O	-26	0.5	-40
58	COCCCn1cc(CN2CC(N3CCN(C4CCN(C)CC4)CC3)CS2(=O)=O)nn1 (stereo not given)	1	-1.4	5
59	COc1ccc(C(NC(=O)C2CCN(Cc3ccc(Oc4ccccc4)cc3)CC2)c2ccccn2)cc1 (stereo not given)	0	-0.3	11
60	COc1cc(-c2c(CCO)sc3ccccc23)cc(OC)c1OC	1	0.3	1

# The closing three compounds of the part before come first, to join the parts.
cpd	mol	SENP1 inh	MPTP inh	SENP8 block
58	COCCCn1cc(CN2CC(N3CCN(C4CCN(C)CC4)CC3)CS2(=O)=O)nn1 (stereo not given)	1	-1.4	5
59	COc1ccc(C(NC(=O)C2CCN(Cc3ccc(Oc4ccccc4)cc3)CC2)c2ccccn2)cc1 (stereo not given)	0	-0.3	11
60	COc1cc(-c2c(CCO)sc3ccccc23)cc(OC)c1OC	1	0.3	1
61	Cn1ccc2c(-c3cccc(C=O)c3F)cc3c(c21)C1CCC3C1 (stereo not given)	-65	0.7	-94
62	OC(c1ccccc1)(c1nc(-c2csc3ccccc23)cs1)C(F)(F)F (stereo not given)	0	1.7	18
63	COc1cccc(S(=O)(=O)Nc2ccc3c(c2)[C@@H]2C[C@@H](CC(=O)NCc4ccc(Cl)cc4)O[C@@H](CO)[C@@H]2O3)c1	-3	-0.2	11
64	CC1=C(C(=O)N(C)C)CC(CC(=O)NCC2CCCCC2)C(=O)N1Cc1ccc(F)cc1 (stereo not given)	3	-0.3	15
65	CC1(C(=O)Nc2ccc3c(c2)OCCO3)CSCC(=O)N1CCCn1ccnc1 (stereo not given)	2	0.2	13
66	Cc1cc(NC(=O)OC(C)(C)C)c(-n2nnnc2C(C(=O)c2ccc3c(c2)OCO3)N2CCN(c3ccccn3)CC2)cc1C (stereo not given)	-1	6.6	0
67	Cc1cc(-c2ccc(F)cc2)n2ncc(-c3ccccc3)c2n1	22	0.2	15
68	O=C(c1ccco1)N1CCN(C2CN(C3CCCC3)S(=O)(=O)C2)CC1 (stereo not given)	4	-1.2	5
69	CC(C)NC(=O)C1(C)CCN1C(=O)c1ccccc1 (stereo not given)	1	-2.1	26
70	O=C(N[C@H]1CC[C@@H](CCNS(=O)(=O)c2ccccc2Cl)O[C@@H]1CO)c1ccccc1	3	4.3	12
71	Clc1ccc2nc(-c3cccc(Br)c3)c(Cc3ccccc3)n2c1	-1	0.8	-121
72	COCCCN1C(=O)C(CC(=O)NCc2cccc3ccccc23)CC(C(=O)N(C(C)C)C(C)C)=C1C (stereo not given)	0	0.3	16
73	CN(C)c1cccc(NC(=O)c2cccc3c(-c4ccc(F)c(F)c4)coc23)c1	3	0.7	10
74	CC(C)S(=O)(=O)NC(=O)C1(C)CCN1C(=O)Cc1ccccc1 (stereo not given)	-1	0.8	11
75	CCCCCc1c(-c2ccc(F)cc2F)ncn1CCc1ccccc1OC	-3	2.5	4
76	O=C(CC[C@H]1O[C@@H](n2cnc3c(NC(=O)c4ccccc4)ncnc32)[C@H](O)[C@@H]1O)NCC(c1ccccc1)c1ccccc1	3	-1.1	15
77	CC(C)C[C@@H](CN1CCCC1CN1C(=S)NC[C@@H]1Cc1ccccc1)N1C[C@H](Cc2ccccc2)N(CCc2ccccc2)C1=S (stereo not given in full)	-4	1.7	7
78	COCCCNC(=O)CC[C@H]1O[C@@H](n2cnc3c(NC(=O)c4ccccc4)ncnc32)[C@H](O)[C@@H]1O	-1	-2.3	15
79	CN(Cc1ccccc1)C(=O)c1ccc2sc([C@@H]3O[C@H](CO)[C@H](O)[C@H](O)[C@H]3O)nc2c1	3	0.5	16
80	CCNC(=O)C1(C)CCN1C(=O)CCc1cccc(Cl)c1 (stereo not given)	0	2.2	4
81	CC(C)c1cccc(-c2csc(C(C)(O)c3ccccc3)n2)c1 (stereo not given)	0	1.2	19
82	CCOC(=O)[C@]12CCC=C1N(Cc1ccco1)C(=O)[C@H](CC(=O)NCC1CCCCC1)C2	-7	-2.4	0
83	CC(=O)Nc1cc(-c2ccccc2)cn2c(-c3cccc(C(C)=O)c3)cnc12	-11	1.0	-89
84	Cc1noc(C)c1C(=O)N1CCC1(C)C(=O)NS(=O)(=O)c1ccc(F)cc1F (stereo not given)	2	-1.8	9
85	c1cn2c(-c3ccoc3)cncc2n1	-28	-1.0	i
86	CSc1ccc(CN2C(=O)C(F)(F)Oc3c(C(C)=O)cccc32)cc1	2	74*	1
87	OC(c1ccc(F)cc1)c1ncc(-c2ccccc2Cl)[nH]1 (stereo not given)	1	2.4	13
88	O=C(c1cc(C2CCCCN2S(=O)(=O)c2ccc(F)cc2F)on1)N1CCOCC1 (stereo not given)	0	-0.8	10
89	CNc1cnc(-c2cccc(C(=O)N3CCOCC3)c2)cn1	-2	-0.5	-466
90	COc1ccccc1Cn1c(C)c(C(=O)NCc2ccco2)sc1=O	-3	-1.5	2
91	COc1ccc(-c2ccc(C(=O)NCc3ccc(N(C)C)cc3)c3occc23)c(C)c1	1	0.9	1
92	O=C1NC[C@H](Cc2ccc(O)cc2)N(C[C@@H]2CCCN2C[C@H](Cc2ccc(O)cc2)N2C[C@H](Cc3ccccc3)N(CC3CCCCC3)C(=O)C2=O)C1=O	-1	-1.4	12
93	O=S1(=O)C[C@@H](N2CCN(CCO)CC2)[C@H](COCc2ccccc2)N1	-7	0.1	-1
